SENP8 block-1: blocks human SENP8 cleavage of Nedd8 substrate | Q96LD8 | recombinant SENP8, Nedd8 substrate fluorescence | inhibition, % at 20 µM | actives 0.64% (n = 360,000) | AID 602440; in the data active means inhibition mostly above about 40%, no sharp cut-off; inactive means mostly below about 27%
SENP7 block: SENP7 protease inhibition; Q9BQF6; AID 434973; actives 1.5% (n = 330,000); recombinant SENP7, Z-RLRGG-aminoluciferin luminescence, 40 min; inhibition, % at 5 µM;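 active means inhibition above about 50% at the single test dose, limit read from the data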;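 further: plate controls were DMSO with enzyme for no effect and no enzyme buffer wells for full effect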
PfGluPho inh: PfG6PD (Plasmodium falciparum) enzyme inhibition. inhibition, % at 20 µM. actives 0.78% (n = 350,000). PfGluPho enzyme, NADPH resazurin-diaphorase fluorescence. AID 504690;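 active means inhibition reaching at least a set limit at 20 µM in the primary screen, cut at about 59% in these data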;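 further: 0% = DMSO wells with substrate and 100% = DMSO wells lacking glucose-6-phosphate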
beta cell repl: inducers of beta-cell replication in MIN6 cells; MIN6 cells proliferation, ATPlite luminescence, 48 h; cells starved in 0.2% serum; 100% = growth in 10% serum; proliferation, % at 10 µM; actives 0.29% (n = 330,000);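 active means compounds whose signal lies at least 3.5 SD above the mean of all wells on their plate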;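 further: 0% = DMSO-treated cells in low-serum medium and 100% = 10% serum control; some compounds called inactive have numbers as strong as hits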
SENP6 block: SENP6 protease inhibition; Recombinant SENP6 catalytic domain, aminoluciferin luminescence; actives 1.8% (n = 330,000); inhibition, % at 10 µM; Q9GZR1;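 active means inhibition above about 50% at the single tested dose, limit read from the data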;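 further: plate controls were DMSO wells with enzyme for no effect and DMSO wells lacking enzyme for full effect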
HKDC1 inhibitor: inhibitors of human hexokinase HKDC1 | recombinant HKDC1, G6PDH/diaphorase resazurin coupled fluorescence | inhibition, % at 20 µM | actives 0.16% (n = 340,000) | AID 493160;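 active means inhibition above about 35% when tested at 20 µM, limit read from the data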;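 further: plate controls were DMSO wells with enzyme for no effect and DMSO wells lacking enzyme for full effect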
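Test system: recombinant HKDC1 (HK5) hexokinase enzyme, produced in-house; Amount: enzyme 5 µg/mL final; Buffer or medium: Tris pH 8.0 buffer with MgCl2, Tween-20, BSA, BME; Reagent: glucose and ATP substrates; Doses: 20 µM test compound, 1% DMSO; Incubation: 90 min reaction incubation at room temperature, dark; Detection: resorufin fluorescence at 613 nm.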
SENP1 FRET inh: inhibitors of human SENP1 SUMO protease catalytic domain; Q9P0U3; recombinant SENP1 catalytic domain, CyPet-SUMO1-YPet FRET cleavage; inhibition, % at 10 µM; actives 0.21% (n = 360,000);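 active means inhibition at least 30% at 10 µM, raw YFP signal under a set limit, fluorescence ratio 0.5 to 1.5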;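 further: 0% = enzyme with DMSO and 100% = no enzyme wells; some results filed as inactive read as strong as hits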
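Compound: 10 µM single point, 0.5% DMSO; Test system: hSENP1 catalytic domain, recombinant; Timing: 50 min reaction at room temperature; Technique: FRET, CFP and YFP emission; Control set: no-enzyme wells low, DMSO-plus-enzyme wells high control.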
UBC13 polyUb: human UBC13 polyubiquitination inhibition | UBC13 polyubiquitin chain formation, TR-FRET | inhibition, % at 20 µM | actives 0.47% (n = 330,000); in the data active means inhibition above about 45%, passing the limit was not always enough
SENP8 block-2: SENP8 protease inhibition; actives 1.2% (n = 330,000); inhibition, % at 10 µM; purified SENP8, Z-RLRGG-aminoluciferin cleavage, luminescence; AID 2540; in the data active means inhibition above about 50%
Starred values were filed as active, the others as inactive; x = not tested or not shown.

SMILES	SENP8 block-1	SENP7 block	PfGluPho inh	beta cell repl	SENP6 block	HKDC1 inhibitor	SENP1 FRET inh	UBC13 polyUb	SENP8 block-2
COC(=O)C1=C(C)NC(=O)/C1=C\c1ccc2c(c1)OCO2	14	-3	6	2	-4	-9	3	-8	-2
CCOC(=O)c1c(O)cc(OC)cc1CCc1ccccc1	-27	2	7	x	x	1	-13	x	x
CC(=O)N(c1nnc(-c2ccc(C)cc2)s1)C1CCCC1	0	2	-12	-3	2	-3	-2	0	1
O=C(Nc1ccc(Oc2ccc(NC(=O)Nc3ccc([N+](=O)[O-])cc3)cc2)cc1)Nc1ccc([N+](=O)[O-])cc1	33	9	-5	-6	11	1	3	-32	-1
Cc1n[nH]c(C)c1N1C(=O)c2cccc3c(Br)ccc(c23)C1=O	25	-6	-2	-5	-3	6	-8	-2	-4
CCOc1ccc2[nH]c3nc(SCC(=O)NC4CCCC4)nnc3c2c1	8	1	13	-1	7	-2	5	-12	5
Cn1nccc1C(=O)N1CCCC(N2CCN(c3cccc(C(F)(F)F)c3)CC2)C1 (stereo not given)	-1	-4	x	3	-12	x	5	5	-4
COc1ccc(C2C(C(=O)Nc3ccccc3)=C(C)Nc3nc(CCCO)nn32)cc1 (stereo not given)	0	4	1	-4	-4	-10	1	6	1
CCCNc1nc2c(c(=O)[nH]c(=O)n2C)n1CCOc1ccccc1	9	-3	-6	-3	-9	-2	0	1	-13
CN(C)c1ncnc2c1ncn2-c1ccccc1	3	x	7	x	x	-6	2	x	x
C/C(=N\NC(=O)CSc1nc2ccccc2s1)c1ccco1	13	4	12	-2	-16	1	-1	14	8
C=CCN1[C@@H](Cc2ccccc2)COCCS1(=O)=O	5	x	-5	x	x	-4	0	x	x
Cc1cc2nc3s/c(=C/c4ccc(-c5ccccc5C(=O)O)o4)c(=O)n3c2cc1C	14	3	32	-5	3	15	-24	-75	23
Fc1cccc(Cl)c1CNC(c1ccccc1)c1ccccc1	14	-10	-18	-5	-12	-1	1	1	0
COc1cccc(-c2cc(C(F)(F)F)nc(-n3ccc([N+](=O)[O-])n3)n2)c1	8	5	2	0	9	-7	3	13	-1
CCOCCn1c(N2CCN(c3ccccc3)CC2)nc2c1c(=O)n(C)c(=O)n2C	7	-7	-1	0	0	-4	-1	-2	-6
O=C1CN(C(=O)COC(=O)CNC(=O)c2ccc(Cl)cc2)c2ccccc2N1	15	-11	-23	-4	-15	-2	-2	-12	-1
O=C(NC(=S)Nc1ccc(-c2nc3ncccc3o2)cc1)c1ccccc1F	-391	-7	-13	-5	-6	6	-10	-6	2
CCOC(=O)C1=C(C)N(C)C(=S)NC1c1cccc(Cl)c1Cl (stereo not given)	9	-4	-2	2	-5	-13	0	9	-2
O=C(Cc1ccc(S(=O)(=O)N2CCOCC2)s1)N1CCN(c2ccc(C(F)(F)F)cc2[N+](=O)[O-])CC1	3	-8	12	-2	-13	3	-3	-11	3
COCCNC(=S)N/N=C(\C)c1cccc([N+](=O)[O-])c1	28	0	13	0	-10	-8	2	8	-7
Cc1c(NC(=O)COC(=O)Cc2ccc(Br)cc2)c(=O)n(-c2ccccc2)n1C	8	-2	-6	-1	-21	-8	3	4	-14
Cc1ccc(/C=N/NC(=O)c2nnn(-c3nonc3N)c2CN(C)C2CCCCC2)cc1	22	-11	0	3	-3	-4	0	-2	-1
COc1ccc(NC2CCCN(C(=O)c3ccc(OC)cc3OC)C2)cc1 (stereo not given)	7	3	18	4	-3	2	-1	0	-7
Cc1cc2nc(C)n(CCCNC(=O)Nc3ccc(F)cc3)c2cc1C	8	5	-2	-2	-1	-4	2	0	3
O=C(/C=C/c1cccc([N+](=O)[O-])c1)NCCN1C(=O)S/C(=C\c2ccc(F)cc2)C1=O	15	-4	0	0	-22	-6	3	-4	-20
Cc1cccc(NC(=O)CSc2nnc3ccc(-c4ccccn4)nn23)c1	-27	7	30	-4	-5	-7	2	3	-1
O=C(Nc1ccc(N2C(=O)c3cccc4cccc(c34)C2=O)cc1)c1ccc(N2CCCCC2)c([N+](=O)[O-])c1	17	-4	0	-3	-5	-11	1	-16	-5
Cc1ccccc1NC(=O)C(=O)NCCc1ccccc1	25	16	-10	-1	16	8	0	1	4
Cn1cc(Br)c(C(=O)NNC(=O)c2ccccc2)n1	4	10	-12	-2	0	-1	2	8	-6
COc1cccc(N2CCN(c3ccc(S(=O)(=O)N4CCCC4)cc3)CC2)c1	6	x	-2	x	x	-2	-3	x	x
CC1CN=C(NC(=O)c2cccc([N+](=O)[O-])c2)S1 (stereo not given)	20	18	-6	-2	24	-7	1	6	1
O=S(=O)(CCN1CCOCC1)c1ccc(Cl)cc1	14	-4	3	-3	-7	-1	-8	5	-6
Cc1cc2c(cc(C(=O)OC(C(=O)NCC3CCCO3)C(C)C)n2C)o1 (stereo not given)	15	1	3	-2	11	-10	0	-3	10
CC(C)COC(=O)Nc1nnc(SCc2ccccc2F)s1	15	0	-3	0	1	-6	2	9	8
O=[N+]([O-])c1ccc(Nc2c3ccccc3nc3ccccc23)cc1	-30	-6	-1	-5	-21	19	-82	-38	-2
CCCCn1c(=O)[nH]c2ccccc21	6	-1	6	-3	-9	-4	1	-2	2
COc1cccc2cc(C(=O)Nc3cccc(C)n3)c(=O)oc12	-269	45	-6	-4	21	4	-6	-4	22
CCOC(=O)c1cc(C)sc1NC(=O)CCC(=O)O	13	-5	0	-2	-2	-11	0	0	7
O=C(NC1(Cc2ccc(O)cc2)CCCCC1)c1ccccc1	-2	-2	-19	-2	11	-5	0	-3	4
COc1ccc(C(=O)Nc2c(Cl)cc(Cl)cc2C(=O)NCc2ccco2)cc1	0	-7	5	-1	-8	-11	2	-14	-9
COc1ccccc1OCCNC(=O)c1cc(F)c(F)cc1Cl	41*	-2	-1	-1	6	-9	1	3	-2
O=C(CSc1n[nH]c(-c2ccncc2)n1)Nc1ccccc1	7	3	-6	-4	-18	-5	1	-3	-7
CC(C1CC2CCC1C2)n1c(-c2cccs2)n[nH]c1=S (stereo not given)	-213	-3	34	-1	-12	6	1	23	1
CCOC(=O)NC(N(O)c1cccc(Cl)c1)C(Cl)(Cl)Cl (stereo not given)	9	-4	85*	0	-17	3	-3	4	-16
Cc1ccc(S(=O)(=O)N2CCN(C(=O)c3ccccc3OCc3c(C)noc3C)CC2)cc1	15	1	-5	1	-5	-4	-3	-5	4
CCn1nc(NS(=O)(=O)c2cccc3nonc23)c2cc3ccc(C)cc3nc21	7	10	-24	-3	-8	12	-4	-19	-9
CN1CCN(C(=O)c2ccccc2NC(=O)c2cccs2)CC1	40	-10	3	-2	-20	-11	0	-8	-5
CC(=O)Nc1ccc(SC[C@H](C)CN2CC[C@H](C(C)(C)C)CCC2=O)cc1	20	-10	2	5	-6	-3	0	-7	-2
CSC(=NC#N)N1CCN(c2c(C)cccc2C)CC1	12	1	-4	7	-8	-3	0	3	-1
COc1cc(C(=O)Nc2ccc(C)cn2)ccc1OCC(=O)N1CCOCC1	4	-3	-2	-4	-9	1	-1	2	-5
COc1ccc(NC(=O)COc2ccc3c(c2)OCO3)cc1	16	-3	2	-1	9	3	1	8	-4
S=c1nc(-c2ccccc2)n(CCN2CCOCC2)c2c1CCCC2	22	6	6	-1	-11	-5	-2	4	-5
COC1C(CO)OC(n2c3c(Cl)cccc3c3c4c(c5c6cccc(Cl)c6[nH]c5c32)C(=O)NC4=O)C(O)C1O (stereo not given)	-445	x	18	x	x	-4	-26	x	x
Cc1cccc(NC(=O)C2CCN(S(=O)(=O)c3ccc4c(c3)OCCO4)CC2)n1	4	11	3	0	-8	-5	1	1	-2
CC1CCOC2(O1)C(=O)N(CN1CCN(c3cccc(Cl)c3)CC1)c1ccccc12 (stereo not given)	21	1	11	-3	9	-6	2	3	-2
CN(C)C(=O)CCC(=O)N1CCCC(N2CCN(c3cccc(C(F)(F)F)c3)CC2)C1 (stereo not given)	14	3	-2	-2	-16	-3	0	-4	-3
O=S(=O)(c1cccc2cccnc12)N1CCN(Cc2ccccc2)CC1	19	0	7	-3	2	-7	2	2	1
O=C(c1ncc[nH]1)c1ccco1	19	-2	-2	-2	1	-1	2	-6	-2
O=C(Cc1ccc(Cl)cc1)N/N=C/c1c(Cl)cccc1Cl	18	4	-19	-2	-3	-9	1	4	-8

Full records from above. Order of values: SENP8 block-1 | SENP7 block | PfGluPho inh | beta cell repl | SENP6 block | HKDC1 inhibitor | SENP1 FRET inh | UBC13 polyUb | SENP8 block-2
Results for `CC1CCOC2(O1)C(=O)N(CN1CCN(c3cccc(Cl)c3)CC1)c1ccccc12` (stereo not given) = 21 | 1 | 11 | -3 | 9 | -6 | 2 | 3 | -2
Results for `COC1C(CO)OC(n2c3c(Cl)cccc3c3c4c(c5c6cccc(Cl)c6[nH]c5c32)C(=O)NC4=O)C(O)C1O` (stereo not given) = -445 | x | 18 | x | x | -4 | -26 | x | x
Results for `O=C(c1ncc[nH]1)c1ccco1` = 19 | -2 | -2 | -2 | 1 | -1 | 2 | -6 | -2

Remaining list, next part:
SMILES	SENP8 block-1	SENP7 block	PfGluPho inh	beta cell repl	SENP6 block	HKDC1 inhibitor	SENP1 FRET inh	UBC13 polyUb	SENP8 block-2
CC(=O)CSc1nc2c(c(=O)[nH]c(=O)n2C)n1Cc1ccccc1Cl	0	10	4	-2	-38	-4	-1	-8	-13
Cc1nn(C)cc1CN(C)S(=O)(=O)c1cccc([N+](=O)[O-])c1	3	-3	-7	-1	-5	1	2	-6	-13
Cc1ccc(CC(=O)N/N=C/c2ccc3c(c2)OCO3)cc1	10	9	4	0	8	-5	3	-10	-10
O=C(c1cccc(C(F)(F)F)c1)C1CCCN(C(=O)c2cc(C3CC3)[nH]n2)C1 (stereo not given)	4	-1	8	0	-1	0	1	11	2
NS(=O)(=O)c1ccc(NC(=O)Nc2ccc(C(F)(F)F)cc2)cc1	19	-3	9	-2	-4	0	0	11	-4
Cc1ccc(-n2c(CSc3nc(C)cc(C)n3)nnc2SCC(=O)NCc2ccco2)cc1	6	5	5	4	11	-8	2	8	9
COc1cc(C(=O)O)ccc1O	15	3	9	-3	-5	-6	1	0	-6
Cc1c(CCC(=O)N[C@@H](CC(C)C)C(=O)O)c(=O)oc2c(C)c3oc4c(c3cc12)CCCC4	-252	2	-11	-2	3	-1	-11	-6	5
CC(C)CNS(=O)(=O)c1ccc(CCC(=O)O)cc1	20	-1	-5	-3	2	2	2	4	-3
COc1ccc(CNC(=O)CN2C(=O)CSc3ccc(S(=O)(=O)N4CCOCC4)cc32)cc1	0	5	6	0	6	-5	2	7	-6
COc1ccc(C)cc1S(=O)(=O)N(CC(=O)N1CCCC1)c1ccccc1	16	-1	8	-2	-2	-4	0	4	0
O=C(N[C@H]1CCC(=O)N(CCSc2ccc(Br)cc2)CC1)OCc1ccccc1	5	3	5	0	6	3	1	24	1
O=C(NC1CSC/C1=N\O)c1ccccc1 (stereo not given)	24	-1	0	0	4	-17	0	4	7
COc1ccc(S(=O)(=O)N2CCOCC2)cc1NC(=O)Cc1ccc(Cl)c(Cl)c1	-1	10	5	-2	5	-2	1	14	1
CC1(C)c2[nH]c3ccccc3c2C[C@H]2C(=O)N(CCCCCO)CC(=O)N21	7	6	5	-1	-16	5	1	-4	4
CN(Cc1ccccc1O)CC1CCCN(CCc2ccc(Cl)cc2)C1 (stereo not given)	18	-6	7	-5	3	-3	5	10	-7
CCOC(=O)c1c(-c2cccs2)csc1NC(=O)CSc1ncn[nH]1	-9	-2	-11	-4	4	0	1	-11	1

Bioassay records deposited in PubChem by Sanford-Burnham Center for Chemical Genomics.
